# G9a inh: G9a (human) methyltransferase inhibition; 8.8% of 350,000 active; G9a H3K9 monomethylation, AlphaScreen, 2 h; Potency, µM (top dose mostly 102 µM), inactives show at the top dose activity, negative = inhibition, actives largely listed as inhibitors; note: potency is the fitted concentration of half-maximal effect; % is set by controls: 0 for no effect and ±100 for the full control effect; nearly all actives have a fitted effect of over 75% in size
#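 Methyltransferase reactions run at room temperature for 2 h (20 nM enzyme, 500 nM biotin-H3K9 peptide, 20 uM SAM) after a 15 min compound preincubation; product detected by AlphaScreen beads and anti-H3K9me1 antibody.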
# Tb PGK inh: blocks T. brucei phosphoglycerate kinase. 0.043% of 380,000 active. Potency, µM (highest dose often 57.5 µM), for the others: at the top dose activity change, negative = inhibition, actives largely listed as inhibitors. PGK/GAPDH coupled, Kinase-Glo luminescence, 60 min. P07378; note: potency is the fitted concentration of half-maximal effect; % is set by controls: 0 for no effect and ±100 for the full control effect; nearly all actives have a fitted effect of over 60% in size
#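 Luminescent ATP detection (Kinase-Glo Plus) follows a 60-minute room-temperature incubation, with wells lacking PGK as controls. Buffer: 100 mM TEA (pH 7.6), 5 mM MgCl2, 0.01% Tween-20. Coupling enzyme GAPDH (100 nM final) supplies unstable 1,3-BPG in-well.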
# BAZ2B inh: BAZ2B (human) inhibition; AlphaScreen BAZ2B-H3K14Ac peptide displacement; Q9UIF8; Potency, µM (series often up to 114 µM), for the others: at the highest dose activity change, negative = inhibition, actives largely listed as inhibitors; AID 504333; 4.4% of 360,000 active; note: potency is the fitted concentration of half-maximal effect; % is set by controls: 0 for no effect and ±100 for the full control effect; nearly all actives have a fitted effect of over 60% in size
#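 Protein-peptide AlphaScreen: BAZ2B 50 nM, b-H3K14Ac 50 nM, 1x PBS pH 7.4 + 0.01% Tween-20. Preincubation 30 min RT; cpd 30 min RT (top 110 uM); beads 20 min RT, light-protected.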
# Pin1 inhibitor: human Pin1 inhibition | Q13526 | Pin1 FP peptide displacement, HiFluor488, 10 min | Potency, µM (top dose mostly 115 µM), inactives show at the top dose activity, negative = inhibition, usual class: inhibitors | 0.009% of 390,000 active | AID 504891; active = well fitted inhibition curve with a large enough effect in the polarisation, with a control signal flat, not every such curve was filed as active; inconclusive = small, poorly fitted or top-dose-only effect, or effect the other way, or a change in a side signal; inactive = no such curve, though single readings can be large or run the other way; the % refers to the polarisation; note: potency is the fitted concentration of half-maximal effect; % is set by controls: 0 for no effect and ±100 for the full control effect
# Target sequence (Q13526 whole entry, looked up): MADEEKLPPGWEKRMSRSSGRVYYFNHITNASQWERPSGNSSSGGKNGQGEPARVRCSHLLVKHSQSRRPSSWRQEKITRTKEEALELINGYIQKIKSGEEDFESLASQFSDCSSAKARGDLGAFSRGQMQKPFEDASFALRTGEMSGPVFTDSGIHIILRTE
# ERG Ets-DNA blk: inhibitors of human ERG Ets domain-DNA interaction. 0.028% of 370,000 active. fluorescence polarization, His-ERG Ets domain / labelled DNA. Potency, µM (top dose mostly 76.9 µM), inactives show top-dose FP activity, negative = inhibition, actives largely listed as inhibitors; active = well fitted inhibition curve with a large enough effect in the polarisation, with a control signal flat; inconclusive = small, poorly fitted or top-dose-only effect, or effect the other way, or a change in a side signal; inactive = no such curve, though single readings can be large or run the other way; the % refers to the polarisation;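 note: polarization taken with two DNA probes labelled with fluorescein and Texas red; potency is the fitted concentration of half-maximal effect; % of control where 0% means no effect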
# Target sequence (P11308 whole entry, looked up, the tested form may be a part): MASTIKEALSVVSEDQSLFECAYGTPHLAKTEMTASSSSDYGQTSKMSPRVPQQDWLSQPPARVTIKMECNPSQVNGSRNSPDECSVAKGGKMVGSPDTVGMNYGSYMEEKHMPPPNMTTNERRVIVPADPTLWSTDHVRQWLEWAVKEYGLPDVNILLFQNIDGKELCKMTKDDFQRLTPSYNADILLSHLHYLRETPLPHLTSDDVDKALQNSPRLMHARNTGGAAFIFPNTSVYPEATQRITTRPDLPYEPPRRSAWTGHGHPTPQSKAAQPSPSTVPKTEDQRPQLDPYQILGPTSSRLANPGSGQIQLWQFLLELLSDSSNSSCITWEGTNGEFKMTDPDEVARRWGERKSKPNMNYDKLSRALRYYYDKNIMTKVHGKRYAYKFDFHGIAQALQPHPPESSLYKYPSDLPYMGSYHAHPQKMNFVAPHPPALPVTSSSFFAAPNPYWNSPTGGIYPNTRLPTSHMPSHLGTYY
#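 His-tagged ERG Ets domain (1 uM in the protein solution; 300mM KCl, 50mM Tris-HCl, 1mM EDTA, 1mM DTT, pH 7.5) received compound, then a probe mix of 5 nM fluorescein-DNA and 100nM Texas-615-DNA. Fluorescence polarization was read for both dyes.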
# PI4K2A inh: PI4K2A (human) kinase inhibition; 0.13% of 420,000 active; AID 1346378; activity change, negative = inhibition, % at 76.9 µM; Q9BTU6; purified PI4K2A, ADP-Glo luminescence, 1 h; active compounds read low; in the data active = activity change below about -50%; inconclusive = mostly about -30% to -49%;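 note: -100% = wells without enzyme as full effect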
#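 ADP-Glo luminescence measured ADP generated by PI4K2A enzyme (4 ug/mL before mixing) with 1.2 mM PI substrate (pre-mix) and 300 microM ATP (pre-mix). Tris pH7.5 buffer with MgCl2, Triton X-100; 1 h reaction at ambient temperature.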
# HP1b binding inh: blocks HP1-beta chromodomain binding to methylated histone tails | P83916 | Potency, µM (top dose mostly 114 µM), inactives show top-dose activity change, negative = inhibition, actives largely listed as inhibitors | 0.56% of 390,000 active | AlphaScreen HP1-beta / biotin-H3K9me3 peptide binding; note: potency is the fitted concentration of half-maximal effect; nearly all actives have a fitted effect of over 70% in size; inactives centre near 23
# Target sequence (P83916 whole entry, looked up): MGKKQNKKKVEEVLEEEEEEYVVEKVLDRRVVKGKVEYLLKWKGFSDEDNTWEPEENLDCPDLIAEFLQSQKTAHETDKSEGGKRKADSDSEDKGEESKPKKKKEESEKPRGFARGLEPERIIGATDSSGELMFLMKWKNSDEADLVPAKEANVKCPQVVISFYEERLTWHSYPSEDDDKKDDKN
#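 HP1-beta protein (50 nM final) preincubated 30 min at room temperature with biotinylated H3(1-18)K9me3 peptide (50 nM) in PBS pH 7.4, 0.01% Tween-20, then compound added for 30 min. AlphaScreen streptavidin donor/nickel chelate acceptor beads (10 ug/mL final), 30 min dark, luminescence read.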
# JMJD2A Tudor inh: blocks the human JMJD2A Tudor domain; O75164; AlphaScreen JMJD2A-Tudor / H3K4me3 peptide binding; Potency, µM (series often up to 114 µM), for inactives: at the highest dose activity change, negative = inhibition, hits mostly inhibitors; 4.4% of 390,000 active; AID 504339; note: potency is the fitted concentration of half-maximal effect; % is set by controls: 0 for no effect and ±100 for the full control effect; nearly all actives have a fitted effect of over 50% in size
# GLS inh: glutaminase GLS (human) inhibition; AID 624170; Potency, µM (doses to about 45.5 µM), for the others: top-dose activity change, negative = inhibition, actives largely listed as inhibitors; 0.21% of 410,000 active; GLS enzymatic activity, qHTS titration; note: potency is the fitted concentration of half-maximal effect; % is set by controls: 0 for no effect and ±100 for the full control effect
#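 Human kidney-isoform GLS in 45 mM KH2PO4 pH 8.2, 0.02% Tween-20, with compound, started with 1mM L-Glutamine (added stock). Glutamate oxidase/HRP/Amplex red coupled fluorescence read at start and after 30 min at RT.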
# An asterisk follows results filed as active; i = inactive; ? = inconclusive; . = no result given; & = joins results of further samples; [ ] = another dose, or the depositor's remark. Unless noted, calls come from the whole dose curve; as a rule, active = well fitted curve in the direction sought with a large enough effect; inconclusive = small, poorly fitted or top-dose-only effect, or another doubt; inactive = no such curve, though single readings can be large; an effect the other way counts as inactive or inconclusive.
SMILES,G9a inh,Tb PGK inh,BAZ2B inh,Pin1 inhibitor,ERG Ets-DNA blk,PI4K2A inh,HP1b binding inh,JMJD2A Tudor inh,GLS inh
CC1CCC(Nc2nc3c(-c4ccc(Cl)cc4)nnn3c3ccccc23)CC1 (stereo unspecified),20%[59 µM],8%,27%,4%,-1%,-1,86%[activator],25%,4%
O=C(CCCC(=O)N(CC(=O)NC1CCCC1)c1cccc(F)c1)Nc1ccccn1,21%,0%,4%,-1%,6%,-2,-12%,-6%,-3%
O=C(/C=C/c1ccc2c(c1)OCO2)NCCSCc1c(Cl)cccc1Cl,33%[59 µM],-6%,32%[activator],8%,1%,2,31%,-2%,1%
COc1cccc(CN(C)C(=O)c2ccc(NS(=O)(=O)c3ccc4[nH]c(=O)[nH]c4c3)cc2)c1OC,7%,-2%,-13%,3%,0%,-1,33%,-12%,-3%
CC1CCCC(C)N1CC(O)COC1CCC(C(C)(C)C)CC1 (stereo unspecified),.,2%,3%,3%,17%,0,27%,-16%,0%
CC(=O)NCC(=O)NC1(C(=O)NC2CCCC2)CCCCC1,23%[59 µM],-11%,9%,-9%,11%,-6,10%,-10%,5%
Cn1c(N)cc(=O)[nH]c1=S,.,-2%,.,-12%,4%,-2,30%,?,-2%
Cc1csc2c(N3CCN(C(=O)Nc4ccc(OC(F)(F)F)cc4)CC3)ncnc12,52%[activator],-6%,27%,?,-1%,3,14%,-1%,-12%
Cc1oc(-c2ccccc2)nc1CNC(=O)Nc1ccccc1,5%[12.7 µM],-1%,-11%,6%,1%,1,12%,1%,5%
O=C(c1ccc(S(=O)(=O)N2CCCC2)cc1)N1CCCc2ccccc21,-18%,2%,-1%,-15%,-1%,-1,20%,-11%,20%
N#CC(C#N)=C1C=C2C=C(N3CCCCC3)CCC2CC1 (stereo unspecified),?,i,45µM*,?,83%[activator],-1,?,?,7%
COC(=O)c1nn(-c2ccccc2)c(Cl)c1/C=N/OCc1ccc(C)cc1,27%[0.501 µM],2%,11%,1%,2%,5,73%[activator],62%[activator],5%
CCC(=O)Nc1nc2ccccc2n1Cc1ccc(Cl)cc1,6%,i,0%,6%,-7%,-3,31%,-18%,2%
CC(C)NC(=S)N/N=C/c1ccc(C(C)(C)C)cc1,-30%,3%,-34%,1%,-1%,3,4%,-28%,-6%
COc1ccccc1OCCn1cc(C=O)c2ccccc21,.,-9%,5%,-3%,-12%,-2,41%[activator],-1%,-28%
O=C(O)c1ccc2c(=O)n(-c3ccccc3)c(=S)[nH]c2c1,?,-4%,-19%,-9%,-7%,-5,47%[activator],6%,0%
c1ccc(-c2nc(CSc3nnnn3-c3ccccc3)cs2)cc1,-4%,.,-1%,4%,.,-4,84%[activator],42%[activator],3%
Oc1ccc(/C=N/NC(=S)Nc2cccnc2)c(O)c1O,-174%[59 µM],-10%,2.2µM*,?,6%,-3,5µM*,3.5µM*,4.5µM*
CC(=O)c1ccc(Nc2nc(-c3cccnc3)cs2)cc1,19%,-1%,-10%,0%,-8%,3,43%[activator],-6%,-9%
CCOC(=O)N1CCN(C(=O)COc2ccc3c(c2)C(=O)CC(C)(C)O3)CC1,16%[59 µM],-3%,-15%,0%,13%,-3,26%,-14%,-7%
CCN(CC)c1nc2c(-c3cccc(Br)c3)nnn2c2ccccc12,26%[59 µM],-4%,64%[activator],0%,6%,6,91%[activator],60%[activator],2%
Cc1cc(C#Cc2c(-c3ccccc3)n(C)c3ccccc23)ccc1F,2%,-8%,33%,?,20%,2,138%[activator],70%[activator],1%
Cc1cccc(NC(=O)C2c3ccccc3C(=O)N3CCc4ccccc4C23)n1 (stereo unspecified),?,1%,0%,0%,-4%,2,20%,-13%,-3%
CCCCc1nnc(NC(=O)C2CCN(c3ncnc4sc(C)c(C)c34)CC2)s1,22%[2.33 µM],-3%,27%,3%,-4%,-1,8%,-21%,2%
CC1CCCN(c2nc3c(c(=O)n(C)c(=O)n3C)n2CCSc2nc3ccccc3s2)C1 (stereo unspecified),-36%[59 µM],i,?,?,-12%,0,-1%,?,-3%
COc1ccc(/C=N/N2CCN(Cc3ccc(C)cc3)CC2)cc1Br,45µM*,-1%,35µM*,0%,8%,-3,?,50µM*,3%
CCOc1ccc(N2CC(NC(=O)C3CCCCC3)CC2=O)cc1 (stereo unspecified),8%[59 µM],-9%,3%,-7%,-2%,-2,26%,-9%,8%
Cc1ccc(C(=O)NC(=S)Nn2cnnc2)cc1,10µM*,-2%,-25%,3%,1%,2,-8%,0%,2%
Oc1cccc2ccc(N3CCOCC3)nc12,?,9%,-1%,-1%,0%,-5,41%[activator],8%,13%
CCOC(=O)C1CCN(C(=O)c2ccc3c(=O)n4nc(Nc5cc(C)ccc5C)sc4nc3c2)CC1,23%,9%&-10%,-34%&-21%,16%&-3%,-3%&5%,-1&-1,23%&-8%,-16%&-33%,14%&0%
CCCc1cc(NC(=O)COC(=O)c2nccnc2N)n(-c2ccccc2)n1,-9%[12.7 µM],5%,-10%,13%,4%,2,36%,-14%,-1%
O=[N+]([O-])c1ccc(S(=O)(=O)N2CCN(Cc3ccco3)CC2)cc1,?,-7%,20µM*,-3%,6%,-4,22µM*,8.9µM*,-15%
O=C(c1cc(-c2ccccn2)nc2c(Cl)cccc12)N1CCN(S(=O)(=O)c2ccccc2)CC1,?,-9%,-35%,2%,-3%,-4,19%,-27%,-5%
COc1cccc(Nc2nc3cc(OC)ccc3cc2C#N)c1,9%,-6%,1%,-4%,3%,1,55%[activator],-6%,-5%
COC(=O)c1sc(S(=O)(=O)Nc2ccc(C)cc2)c(C(=O)OC)c1C,1%[59 µM],-6%,-2%,5%,0%,2,13%,-18%,11%
Cc1cccc(NC(=O)CCN2C(=O)c3ccccc3C2=O)c1,.,6%,-36%,-1%,3%,6,30%,-9%,2%
Cc1ccc(S(=O)(=O)N2CCN(c3ccccc3)CC2)cc1C,3%,-3%,-3%,-4%,4%,-2,61%[activator],-21%,-11%
CCc1nnc(NC(=O)CCS(=O)(=O)Cc2ccccc2)s1,50µM*,-3%,-17%,0%,12%,1,-9%,-18%,5%
O=C(CCc1c[nH]c2ccccc12)Nc1ncccc1O,?,i,56µM*,5%,5%,-2,28%,-36%,29%
Cc1ccc(C(=O)CSc2nc3cc(C(=O)NC4CCCC4)ccc3c(=O)n2CC2CCCO2)c(C)c1 (stereo unspecified),6%[59 µM],2%,-1%,0%,3%,-1,12%,5%,3%
Cc1cccnc1NC(=S)NC(=O)c1cncc(Br)c1,?,-2%,-9%,-10%,8%,-6,28%,?,3%
Cc1ccc(C(=O)Nc2ccc(NC(=O)c3ccco3)c(C)c2)cc1,-1%,5%,-2%,-9%,3%,0,10%,-10%,8%
O=C(c1ccncc1)N1N=C(C2CCCCC2)CC1(O)C(F)(F)F (stereo unspecified),41%[59 µM],-6%,-9%,0%,0%,-5,48%[activator],8%,2%
NS(=O)(=O)c1ccc(N/N=C/c2cn(-c3ccccc3)nc2-c2cccs2)c([N+](=O)[O-])c1,?,-5%,?,-5%,-3%,-3,-14%,-23%,-3%
COc1ccc(N2CCN(CCNC(=O)Nc3ccc(C)cc3Cl)CC2)cc1,?,6%,-37%,-2%,-18%,0,6%,-20%,18%
CSc1cccc(NC(=O)CN(Cc2ccc(Cl)cc2)S(C)(=O)=O)c1,?,-2%,1%,?,7%,2,27%,-18%,0%
O=C(CCS(=O)(=O)Cc1ccccc1F)NCCCN1CCCCC1,-31%[59 µM],-8%,1%,-1%,-4%,6,46%[activator],-2%,-8%
COC(=O)c1cc(=O)n(CCc2ccccc2)c(=Nc2ccc(F)cc2)s1,7.1µM*,-9%,-38%,-1%,8%,5,-8%,?,1%
Cc1ccc(CN2C(=O)CSc3ccc(C(=O)NC4CC4)cc32)cc1,15%,-6%,4%,9%,4%,-4,13%,1%,4%
CN1CCSc2ccc(C(=O)Nc3ccc(Cl)cc3)cc21,-2%,4%,7%,1%,-4%,-24,28%,-13%,2%
COc1ccc(-c2noc(N(c3cccc(Cl)c3)c3nc(-c4ccc(OC)c(OC)c4)no3)n2)cc1OC,55%[activator][59 µM],-6%,-11%,4%,-1%,-1,55%[activator],-1%,-8%
Cc1c(C(=O)NNS(=O)(=O)c2ccccc2Cl)sc(=S)n1C,24%[59 µM],-9%,-6%,-2%,-6%,-10,22%,-10%,?
O=C1/C(=C/c2ccc([N+](=O)[O-])cc2)CCC1C1CCCC1 (stereo unspecified),?,3%,-19%,8%,10%,10,-11%,?,2%

# Screening results (PubChem)
